# TNAP activation fold – human TNAP enzyme activators, primary screen, biochemical, luminescent, no phosphate acceptor, uHTS (AID 1001) | purified TNAP, luminescent activation assay, no phosphate acceptor; higher activation fold means a stronger effect | hit rate 0.03% among 200,000 | Alkaline phosphatase, tissue-nonspecific isozyme (Homo sapiens) | activation fold at 20 µM; hits with a dose series show EC50 in µM; in the data active means activation fold from about 3, or a potency from the dose series; inactive means the rest, 99 in 100 with activation fold below about 1.6; further: many of its hits are not listed in these tables
# KOR beta-arrestin-1 – KOR antagonists, beta-arrestin recruitment, cell-based, luminescence, uHTS (AID 1778) | Kappa-type opioid receptor (Homo sapiens) | KOR beta-arrestin recruitment, luminescence, antagonist mode; higher % means a stronger effect | inhibition, % at 10 µM, or IC50 in µM where a hit was titrated | hit rate 0.091% among 290,000; further: strong numbers were not always called active
# LYP inhibition – inhibitors of LYP phosphatase, biochemical, fluorescence intensity, uHTS (AID 1779). hit rate 0.054% among 290,000. recombinant LYP phosphatase, fluorescence intensity; higher % means a stronger effect. inhibition, % at 11.5 µM; hits with a dose series show IC50 in µM. Tyrosine-protein phosphatase non-receptor type 22 (Homo sapiens);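 further: plate controls were vehicle with enzyme for no effect and no enzyme for full effect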
# HEK293 NOD2/NF-kB – NOD2 signaling inhibitors, cell-based, luminescence, uHTS, HEK293 (AID 1566). inhibition, % at 4 µM; hits with a dose series show EC50 in µM. HEK293 NOD2/NF-kB luciferase reporter, luminescence; higher % means a stronger effect. hit rate 0.63% among 290,000; further: many of its hits are not listed in these tables
# NOD1 NF-kB reporter – NOD1 signaling inhibitors, primary screen, cell-based, luminescence, uHTS (AID 1578); NOD1-driven NF-kB luciferase reporter cells, luminescence; higher % means a stronger effect; inhibition, % at 4 µM, or EC50 in µM where a hit was titrated; hit rate 1% among 290,000; in the data active means inhibition mostly above about 36%, no sharp cut-off; inactive means mostly below about 34%;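 further: HEK-293T reporter cells stimulated with the NOD1 agonist gamma-tri-DAP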
# human PMI inhibition – inhibitors of human PMI, primary screen, biochemical, fluorescence intensity, coupled assay (AID 1209); inhibition, % at 20 µM; hits with a dose series show IC50 in µM; purified PMI enzyme, coupled fluorescence intensity; higher % means a stronger effect; hit rate 0.42% among 190,000;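 further: plate controls were DMSO vehicle for no effect and wells lacking substrate for full effect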
# human PMI inhibitors – human PMI inhibitors, high substrate, primary screen, biochemical, fluorescence intensity, high mannose 6-phosphate (AID 1220). Mannose-6-phosphate isomerase (Homo sapiens). recombinant PMI enzyme, coupled fluorescence intensity; higher % means a stronger effect. inhibition, % at 20 µM, or IC50 in µM where a hit was titrated. hit rate 0.66% among 190,000
# KOR beta-arrestin-2 – KOR agonists, beta-arrestin recruitment, primary screen, cell-based, luminescence, uHTS (AID 1777) | hit rate 0.02% among 280,000 | activation, % at 10 µM, or EC50 in µM where a hit was titrated | KOR beta-arrestin recruitment, luminescence; higher % means a stronger effect | Kappa-type opioid receptor (Homo sapiens); in the data active means activation above about 50%, passing the limit was not always enough; further: a part of the inactive calls stands beside numbers as strong as those of hits
# XIAP displacement – XIAP antagonists, biochemical, IAP family, fluorescence polarization (AID 1018); E3 ubiquitin-protein ligase XIAP (Homo sapiens); XIAP BIR domain, fluorescence polarization peptide displacement; higher % means a stronger effect; one-dose displacement, % at 20 µM; IC50 in µM for titrated hits; hit rate 0.007% among 200,000; in the data active means displacement above about 50%; further: a part of the inactive calls stands beside numbers as strong as those of hits
# Numbers without * were called inactive; nt = no result given; [ ] = dose if it differs, or a comment. Unless noted, no stated cut-off is given here; in the data, active means inhibition above about 50%; inactive means the rest. These rows are one share of the data. The share of hits here may be higher or lower than overall.
no.	Structure	TNAP activation fold	human PMI inhibitors	HEK293 NOD2/NF-kB	NOD1 NF-kB reporter	LYP inhibition	KOR beta-arrestin-2	KOR beta-arrestin-1	human PMI inhibition	XIAP displacement
1	CCCCCOc1ccccc1C(=O)NCCCCCC(=O)O	nt	nt	4%	-13%	0%	1.3%	-29%	nt	nt
2	CC(C)c1ccc(-c2c(C#N)c(N)nc(SCC(=O)N3CCCCCC3)c2C#N)cc1	1	-26%	3%	-24%	-7%	6.4%	-21%	-15%	-5.3%
3	COCCN(C(=O)CNC(=O)c1ccco1)C(C(=O)NC1CCCC1)c1ccccc1F (stereo not given)	nt	nt	16%	-10%	-7%	-1.0%	29%	nt	nt
4	C/C(=N\O)c1noc(C)c1C(=O)Nc1nccs1	nt	nt	6%	4%	-10%	10%	11%	nt	nt
5	CC1CCCC(C)N1/N=C/C=C/c1ccccc1[N+](=O)[O-] (stereo not given)	1	22%	-2%	-24%	-3%	-5.4%	20%	4%	-5.7%
6	Fc1cc(F)c2nc(N3CCCCC3)sc2c1	1.1	3%	-35%	-9%	-11%	-3.7%	11%	3%	-9.6%
7	Cc1nnc(NC(=O)CCC(=O)NC2CCCCCCC2)s1	nt	nt	18%	-15%	-14%	-4.3%	13%	nt	nt
8	O=C(C1CCCN(Cc2cccnc2)C1)N1CCCCC1 (stereo not given)	1.1	-1%	16%	0%	-9%	-5.0%	11%	9%	-0.6%
9	C#CCOCCOCCOCCNc1nc(N2CCN(C(=O)C(Cc3cc4ccccc4[nH]3)n3cc(C(N)C(C)CC)nn3)CC2)nc(N2CCN(C(=O)C(Cc3cc4ccccc4[nH]3)n3cc(C(N)C(C)CC)nn3)CC2)n1 (stereo not given)	2.9	-11%	-6%	14%	-11%	3.9%	9%	-16%	-5.8%
10	CS(=O)(=O)c1ccc2nc(NC(=O)Oc3ccccc3)sc2c1	1	8%	3%	-6%	-7%	-0.3%	0%	6%	-21%
11	COc1cccc(NC(=O)Cn2c3ccc(F)cc3c3nc4n(c(=O)c32)CCS4)c1	nt	nt	3%	-46%	-10%	-3.7%	1%	nt	nt
12	N#CC(C#N)=C1C=CC=CN1/C(=C\c1ccco1)C(=O)c1ccccc1	1.1	8%	-14%	-25%	2%	-9.4%	4.9µM*	4%	-4.7%
13	COC(=O)N=Nc1c(O)[nH]c2ccc(Br)cc12	nt	nt	3%	-14%	1%	-3.0%	16%	nt	nt
14	COc1ccc(/C=N/NC(=O)c2cccc(C(F)(F)F)c2)cc1	1.1	3%	16%	-7%	-1%	-2.1%	-20%	4%	-3.6%
15	Cn1cc(S(=O)(=O)N2CCCC2)cc1C(=O)N1CCN(c2ccccc2)CC1	nt	nt	3%	-21%	-7%	-1.6%	-14%[20 µM]	nt	nt
16	C=CCn1c(SCC(=O)N2c3ccccc3Sc3ccccc32)nnc1-c1ccco1	nt	nt	29%	-2%	-3%	2.0%	29%	nt	nt
17	N#Cc1cccc(CN2C=NS(=O)(=O)c3ccccc32)c1	nt	nt	9%	-8%	-10%	-2.8%	-13%	nt	nt
18	CCOc1ccc(S(=O)(=O)N2CCOCC2)cc1NC(=O)C1CCC1	nt	nt	10%	-18%	-9%	-3.2%	7%	nt	nt
19	CCc1ccc(N2C(=O)CC(NNc3nc4ccccc4s3)C2=O)cc1 (stereo not given)	1.2	-2%	5%	-6%	-6%	-1.0%	3%	0%	-5.9%
20	Cc1onc(-c2ccccc2Cl)c1C(=O)Nc1cccc(-c2nc3ncccn3c2C)c1	1.1	-7%	18%	nt	-18%	-2.5%	-1%	-3%	-1.6%
21	O=C1CCCN1C(=O)CCC(=O)N1CCCC1=O	1.1	-2%	4%	-10%	1%	-4.1%	-2%	-9%	-2.9%
22	CCOC(=O)c1c(C)[nH]c(C)c1C(=O)COC(=O)C1CCCN1S(=O)(=O)c1ccccc1F (stereo not given)	1.1	1%	20%	-5%	1%	-5.0%	-6%	-2%	2.4%
23	CCc1c(C)nc2[nH]nc(-c3ccccc3C)n2c1=O	0.9	18%	7%	-12%	-1%	-5.5%	10%	19%	-16%
24	CC1CN(C(=S)NC(=O)c2ccc(Cl)cc2)CC(C)O1 (stereo not given)	nt	nt	-2%	-22%	-3%	3.2%	-6%	nt	nt
25	NC(=NCCc1ccc(Cl)cc1)NS(=O)(=O)c1ccc(F)cc1	1.2	-4%	21%	11%	-4%	-4.3%	-8%	9%	-4.3%

# Further entries
no.	Structure	TNAP activation fold	human PMI inhibitors	HEK293 NOD2/NF-kB	NOD1 NF-kB reporter	LYP inhibition	KOR beta-arrestin-2	KOR beta-arrestin-1	human PMI inhibition	XIAP displacement
26	CCN(CC)C(=O)CSc1nnc2sc3ccccc3n12	1.1	3%	1%	-7%	-8%	0.6%	4%	2%	0.9%
27	CCN(CC)CCNC(=S)Nc1ccc2nc(N3CCN(C)CC3)cc(C)c2c1	nt	nt	2%	0%	-7%	2.4%	17%	nt	nt
28	N#CCCn1cc(/C=N/NC(N)=S)c(-c2ccccc2)n1	0.4	-12%	1%	-14%	3%	-0.3%	8%	-6%	-14%
29	CCOC(=O)c1ccc(NC(=O)N2CCN(Cc3cccc(F)c3)CC2)cc1	1.1	2%	11%	nt	3%	8.0%	-25%	7%	-2.0%
30	COc1ccc(CCNC(=O)C2CCC(=O)N2CCc2ccccc2)cc1OC (stereo not given)	1.1	-1%	7%	-16%	-8%	-4.6%	-9%	-4%	-6.4%
31	COc1ccc(CCN2C(=O)/C(=C\c3ccco3)SC2=S)cc1OC	0.9	17%	20%	6%	8%	-3.6%	-35%	-10%	-5.1%
32	CCOC(=O)c1ccc(NC(=O)N2CCN(Cc3ccccc3)CC2)cc1	1	8%	25%	-10%	-4%	-4.0%	-2%[20 µM]	8%	3.1%
33	CCOC(=O)C(C(=O)OCC)C(Nc1ccccc1)c1ccccc1 (stereo not given)	1.2	-8%	-14%	27%	-3%	1.1%	-24%	10%	-0.8%
34	CCOc1ccccc1NC(=O)C1COc2ccccc2O1 (stereo not given)	nt	nt	-18%	16%	-10%	-6.2%	-19%[20 µM]	nt	nt
35	CCS(=O)(=O)N1CCC(NC(=O)C(Cc2ccc(OC)c(OC)c2)NC(C)=O)CC1 (stereo not given)	nt	nt	8%	-22%	-8%	5.2%	-38%[20 µM]	nt	nt
36	CCCCC(=O)NC(=S)NNC(=O)CCc1ccccc1	nt	nt	4%	1%	-4%	-7.2%	67%	nt	nt
37	O=C(Nc1ccc(-c2nc3cccnc3s2)cc1)C1CCCO1 (stereo not given)	1	1%	28%	49%	-18%	-3.1%	16%	-2%	-7.0%
38	COc1ccc(CCNS(=O)(=O)c2ccc(C(=O)NCc3ccco3)cc2)cc1OC	1.2	2%	0%	-14%	-4%	-1.0%	15%	2%	-7.2%
39	CC1=C(C(=O)OC(C)C)C(c2cncc(-c3ccc(F)cc3)c2)C(C#N)=C(N)O1 (stereo not given)	1	38%	5%	-14%	-1%	5.3%	17%	2%	1.0%
40	CC(NC(=O)c1ccccc1Cl)c1nnc(SCC(=O)Nc2ccc(C(=O)O)cc2)n1C (stereo not given)	1.1	-10%	2%	-30%	-2%	-4.7%	-8%	-7%	-2.9%
41	NC(=O)c1nsc(C(=O)N(CC(=O)NCc2ccccc2)c2cccc(F)c2)c1N	nt	nt	19%	0%	-8%	1.8%	-79%	nt	nt
42	Cc1nn(CC(N)=O)c(=O)c2ccccc12	1.1	2%	-1%	-12%	-6%	-3.7%	-36%	-2%	-0.2%
43	CCOC(=O)N1CCN(C(=O)C(=O)Nc2sc3c(c2C(=O)O)CC(C)(C)OC3)CC1	nt	nt	12%	-35%	-7%	2.2%	-18%	nt	nt
44	COc1ccc(-c2cc(C(F)(F)F)n3ncc(C(=O)NCC4CCCO4)c3n2)cc1OC (stereo not given)	1	1%	-8%	18%	6%	-0.7%	-27%	-6%	-5.6%
45	O=C(CCCCCn1nnc2ccccc2c1=O)Nc1ccccc1F	nt	nt	-24%	-3%	-6%	-7.4%	nt	nt	nt
46	Clc1ccc(-c2csc(N/N=C/c3ccco3)n2)cc1	nt	nt	-48%	-17%	0%	3.2%	-22%	nt	nt
47	COc1ccc(C(c2nnnn2C(C)C)N2CCN(C(=O)c3ccco3)CC2)cc1 (stereo not given)	nt	nt	-12%	11%	-12%	7.4%	-28%	nt	nt
48	COc1ccccc1NS(=O)(=O)c1ccc(O)c(C(=O)OCc2cccc([N+](=O)[O-])c2)c1	1	-1%	10%	-24%	6%	1.8%	-4%	-9%	-3.0%
49	CN1C(C(=O)NCc2ccc(OC(F)(F)F)cc2)CC2Cn3c(nc4ccccc43)C21 (stereo not given)	nt	nt	9%	-2%	-8%	1.3%	39%	nt	nt
50	COc1ccc(Nc2nnc(-c3ccccc3)c3ccccc23)cc1C(=O)N1CCCCC1	0.9	-8%	19%	12%	6%	3.5%	-13%	1%	-4.9%

# The results go on:
no.	Structure	TNAP activation fold	human PMI inhibitors	HEK293 NOD2/NF-kB	NOD1 NF-kB reporter	LYP inhibition	KOR beta-arrestin-2	KOR beta-arrestin-1	human PMI inhibition	XIAP displacement
51	O=C(Cn1nnc(-c2ccccc2)n1)NCc1ccccc1	1.1	0%	0%	-20%	-2%	-5.8%	7%	6%	0.0%
52	COC(=O)c1[nH]c2ccc(F)cc2c1NC(=O)C1=COCCO1	1	10%	0%	-21%	-2%	-0.5%	2%	17%	-2.5%
53	COCC(=O)Oc1c(S(=O)(=O)c2ccc(C)cc2)c(C)nn1C(C)(C)C	nt	nt	15%	-6%	-6%	-4.8%	12%	nt	nt
54	N#C/C(=C(/O)COC(=O)CCC1CCCCC1)c1nc2ccccc2[nH]1	1	-4%	-95%	nt	5%	3.5%	27%	3%	-11%

# In the list so far, 7 contain a furan ring, fused or not:
no.	Structure	TNAP activation fold	human PMI inhibitors	HEK293 NOD2/NF-kB	NOD1 NF-kB reporter	LYP inhibition	KOR beta-arrestin-2	KOR beta-arrestin-1	human PMI inhibition	XIAP displacement
3	COCCN(C(=O)CNC(=O)c1ccco1)C(C(=O)NC1CCCC1)c1ccccc1F (stereo not given)	nt	nt	16%	-10%	-7%	-1.0%	29%	nt	nt
12	N#CC(C#N)=C1C=CC=CN1/C(=C\c1ccco1)C(=O)c1ccccc1	1.1	8%	-14%	-25%	2%	-9.4%	4.9µM*	4%	-4.7%
16	C=CCn1c(SCC(=O)N2c3ccccc3Sc3ccccc32)nnc1-c1ccco1	nt	nt	29%	-2%	-3%	2.0%	29%	nt	nt
31	COc1ccc(CCN2C(=O)/C(=C\c3ccco3)SC2=S)cc1OC	0.9	17%	20%	6%	8%	-3.6%	-35%	-10%	-5.1%
38	COc1ccc(CCNS(=O)(=O)c2ccc(C(=O)NCc3ccco3)cc2)cc1OC	1.2	2%	0%	-14%	-4%	-1.0%	15%	2%	-7.2%
46	Clc1ccc(-c2csc(N/N=C/c3ccco3)n2)cc1	nt	nt	-48%	-17%	0%	3.2%	-22%	nt	nt
47	COc1ccc(C(c2nnnn2C(C)C)N2CCN(C(=O)c3ccco3)CC2)cc1 (stereo not given)	nt	nt	-12%	11%	-12%	7.4%	-28%	nt	nt

# Screens from PubChem BioAssay.
